# UTI89 phage lysis: inhibition of K1F phage lysis, E. coli UTI89, bacterial capsule biogenesis inhibitors, alamar blue (AID 488966); E. coli UTI89 K1F phage lysis, alamar blue, 2 h; higher % means a stronger effect; one-dose inhibition, % at 100 µM; IC50 in µM for titrated hits; 340,000 tested, 0.02% active;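 active means phage lysis inhibition, versus mean bacterial control, above a set limit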;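 further: capsule biogenesis inhibitors block K1F phage lysis so surviving cells raise fluorescence; higher fluorescence means more inhibition of phage lysis; actives were called in the ten point dose series up to 300 µM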
# P. falciparum M17LAP: P. falciparum M17LAP inhibitors, primary screen, biochemical, fluorogenic H-Leu-NHMec substrate, 1536-well (AID 1619); recombinant M17LAP, H-Leu-NHMec fluorogenic kinetic assay; higher % means a stronger effect; inhibition, % at 30 µM, or IC50 in µM where a hit was titrated; 220,000 tested, 0.38% active;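 active means compound inhibiting the enzyme by more than half at any dose during confirmatory dose-response retesting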;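 further: plate controls were full reaction with DMSO carrier for no effect and no enzyme background for full effect; strong numbers were not always called active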
# XIAP displacement: small molecules displacing peptide from XIAP – biochemical, IAP family, fluorescence polarization (AID 1018); XIAP BIR domain, fluorescence polarization peptide displacement; higher % means a stronger effect; displacement, % at 20 µM, or IC50 in µM where a hit was titrated; 200,000 tested, 0.007% active; in the data active means displacement above about 50%; further: a part of the inactive calls stands beside numbers as strong as those of hits
# human PMI inhibitors: MPI inhibition at elevated mannose 6-phosphate – biochemical, fluorescence intensity, high mannose 6-phosphate, primary screen (AID 1220). recombinant PMI enzyme, coupled fluorescence intensity; higher % means a stronger effect. inhibition, % at 20 µM, or IC50 in µM where a hit was titrated. 190,000 tested, 0.66% active
# SIAH1 antagonists: Siah-1 peptide-binding antagonists, primary screen, biochemical, fluorescence polarization, rhodamine-plectin, uHTS (AID 1817); Siah-1 / rhodamine-plectin peptide fluorescence polarization; higher % means a stronger effect; displacement, % at 20 µM, or IC50 in µM where a hit was titrated; 290,000 tested, 0.02% active;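 active means displacement of at least 50% at 20 µM, with a fluorescence ratio check between 0.3 and a set limit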;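 further: plate controls were Siah plus tracer with DMSO for no effect and tracer alone without Siah for full effect; strong numbers were not always called active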
# TNAP activators: human TNAP enzyme activators, primary screen, biochemical, luminescent, no phosphate acceptor, uHTS (AID 1001) | activation fold at 20 µM, or EC50 in µM where a hit was titrated | purified TNAP, luminescent activation assay, no phosphate acceptor; higher activation fold means a stronger effect | 200,000 tested, 0.03% active; in the data active means activation fold from about 3, or a potency from the dose series; inactive means the rest, 99 in 100 with activation fold below about 1.6; further: many of its hits are not listed in these tables
# Hep lipid drop: hepatic lipid droplet formation modulation; AML12 mouse hepatocytes, oleate lipid droplets, BODIPY imaging; inhibition, % at 6.5 µM; 240,000 tested, 0.4% active; AID 1656;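 active means lipid droplet intensity inhibited by at least 50%, with more than 500 cells counted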
#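 Technique: fluorescence imaging, 20x objective, two fields per well / Assay system: AML12 hepatocytes (mouse) / Measure: % inhibition of lipid droplet signal / Doses: 6.5 µM single-point dosing / Incubation: overnight exposure / Reagent: 100 µM oleic acid challenge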
# human PMI inhibition: MPI enzyme activity inhibition – biochemical, fluorescence intensity, coupled assay, primary screen (AID 1209); inhibition, % at 20 µM; hits with a dose series show IC50 in µM; 190,000 tested, 0.42% active; purified PMI enzyme, coupled fluorescence intensity; higher % means a stronger effect;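 further: plate controls were DMSO vehicle for no effect and wells lacking substrate for full effect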
# P. falciparum M1AAP: malaria alanyl aminopeptidase activity blockers – biochemical, fluorogenic H-Leu-NHMec substrate, 1536-well (AID 1445); recombinant M1AAP, H-Leu-NHMec fluorogenic kinetic assay; higher % means a stronger effect; inhibition, % at 30 µM, or IC50 in µM where a hit was titrated; 220,000 tested, 0.42% active;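 active means primary inhibition above the hit cutoff, then over 50% inhibition at one or more dose response concentrations, cut at about 23% in these data, passing the limit was not always enough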;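 further: plate controls were DMSO full reaction for no effect and no enzyme background for full effect; strong numbers were not always called active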
# Hep lipid drop cells 6.5 µM: second read-out of Hep lipid drop, no call of its own (marks repeat the call); cell count; measured here: cell count, cytotoxicity flag;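 cells counted across two imaged fields per well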
# An asterisk follows results filed as active; / = no result given; [ ] = another dose, or the depositor's remark. Unless noted, no stated cut-off is given here; in the data, active means inhibition above about 50%; inactive means the rest. Random draw from the library. Share with any hit: about 1.9%.
SMILES,UTI89 phage lysis,P. falciparum M17LAP,XIAP displacement,human PMI inhibitors,SIAH1 antagonists,TNAP activators,Hep lipid drop,Hep lipid drop cells 6.5 µM,human PMI inhibition,P. falciparum M1AAP
OCCC1CN(Cc2ccc(C(F)(F)F)cc2)CCN1Cc1ccccc1 (stereo not given),0.3%,-10%,-6.5%,9%,0%,1.2,3,654,8%,15%
Cc1ccc(C)c(NC(=O)CCC(=O)N/N=C/c2ccc3c(c2)OCO3)c1,-0.3%,2%,-6.0%,-2%,-1%,0.9,-4,718,4%,1%
CCn1ncc(NC(=S)NCCc2ccccc2)c1C(N)=O,-0.7%,2%,-7.4%,5%,-2%,1.1,1,695,3%,9%
COc1ccccc1-c1c(C#N)c(SCC(=O)N2CCCC2)nc(C)c1C(N)=O,/,5%,-4.4%,-14%,-5%,1.1,/,/,-9%,21%
C/C(Cc1ccccc1)=N/NC(=O)CCCC(=O)N/N=C(/C)Cc1ccccc1,0.0%,-10%,-3.1%,-1%,15%,1.1,-79,743,-2%,1%
O=S(=O)(c1cccs1)N1CCN(CC(O)COC2CCCc3ccccc32)CC1 (stereo not given),-0.8%,-5%,-2.1%,2%,1%,1,/,/,0%,-4%
COc1ccc(NC(=O)Nc2ccc(C(=O)N3CCOCC3)cc2)c(OC)c1,0.2%,-6%,-2.5%,0%,-8%,1.1,38,711,6%,4%
Cc1ccc(-n2c(SCC(=O)NCc3ccco3)nc3c([nH]c4ccccc43)c2=O)cc1,0.2%,-2%,-4.5%,-6%,7%,1.1,23,684,-1%,10%
COc1ccc(Cc2nnc(NC(=O)Cn3cnc4c3c(=O)n(C)c(=O)n4C)s2)cc1OC,0.5%,7%,-3.1%,3%,-1%,1.1,/,/,4%,-1%
CC(C(=O)N1c2ccccc2CCc2ccccc21)n1nnc(-c2ccc(N(C)C)cc2)n1 (stereo not given),4.4%,-12%,-4.4%,3%,-8%,1,-2,725,5%,6%
Cn1c(C(=O)Nc2ccc3c(c2)OCCO3)cc2sccc21,1.1%,-5%,-0.7%,-4%,2%,1.2,/,/,-12%,2%
O=C(Cn1nnc(-c2ccccc2)n1)N/N=C/c1cccc([N+](=O)[O-])c1,1.0%[50 µM],-2%,-3.7%,6%,1%,1,4,758,0%,11%
O=C(CCC1CCCC1)NC1CCCCC1,-0.1%,7%,-4.6%,10%,-3%,1.1,3,818,11%,-4%
CCNC(=O)c1cc2ccccc2o1,1.2%,22%,-2.8%,-11%,6%,1.1,-6,677,-9%,6%
COc1cccc(C(C(=O)Nc2ccc(F)cc2)N(C(=O)Cn2nnc3ccccc32)C2CC2)c1 (stereo not given),9.6%,-1%,-0.6%,7%,5%,1.1,/,/,4%,8%
CCCN1Cc2cccc(C(=O)Nc3ccc(C)cc3)c2C1=O,1.7%,-1%,-1.6%,-8%,3%,1.2,1,819,-7%,-4%
COc1ccc(CC(=O)Nc2ccc(-c3cn4cccc(C)c4n3)cc2)cc1OC,0.2%,-8%,-1.6%,2%,7%,1.3,36,748,11%,7%
COc1cc(/C=N/NC(N)=O)ccc1OCC(=O)Nc1cc(C)c(C)cc1Br,0.0%,5%,-12%,6%,0%,1,-21,508,2%,2%
COc1ccc(Cl)c2c1[nH]c1nc(SCc3ccccn3)nnc12,0.1%,6%,-3.6%,10%,-6%,1.1,10,751,10%,21%
COC(=O)c1sc2ccccc2c1NC(=O)c1coc2ccccc2c1=O,2.5%,-5%,-1.8%,12%,6%,1,-6,527,10%,0%
Nc1nonc1-c1noc(CCCCCN2C(=O)c3ccccc3C2=O)n1,1.9%,-10%,0.1%,11%,-2%,1.1,-16,595,16%,-2%
COC(=O)c1c(NC(=O)c2cccs2)sc2c1CCC(C)C2 (stereo not given),1.6%,-34%,-3.4%,6%,2%,1.2,/,/,8%,6%
CCOc1ccccc1OCCCCCc1c(C)n[nH]c1C,-0.2%,-2%,-3.6%,0%,5%,1.1,/,/,3%,-2%
O=C(CS(=O)(=O)c1ccccc1)Nc1nc(-c2ccccc2)cs1,-2.7%[50 µM],0%,-6.9%,14%,0%,1.1,11,655,14%,10%
COc1ccc(Cl)cc1NC(=O)C(C)Sc1n[nH]c(N)n1 (stereo not given),0.3%,7%,-2.2%,-11%,1%,1.1,/,/,2%,12%
CN(C)S(=O)(=O)c1cccc(NC(=O)COC(=O)CCSc2ccc(Cl)cc2)c1,0.3%,-1%,-7.7%,6%,5%,1.1,5,714,18%,4%
CCc1ccccc1NC(=S)N(CCc1ccncc1)C(C)C,0.2%,-4%,-2.9%,-6%,0%,1.1,4,684,-4%,7%
Cc1nn(Cc2nnc(SCC(=O)Nc3ccc(Cl)cc3)n2C)c(C)c1[N+](=O)[O-],/,6%,/,/,2%,/,6,681,/,0%
COc1ccc(/C=C(\NC(=O)c2ccc([N+](=O)[O-])cc2)C(=O)N2CCOCC2)cc1,0.1%,1%,-5.9%,7%,6%,1.1,-17,764,-7%,3%
O=C(NCc1ccccc1)C1C2C=CC3(CN(Cc4cccnc4)C(=O)C13)O2 (stereo not given),7.5%,15%,-4.2%,-6%,-3%,1.1,/,/,-2%,3%
COc1ccc(S(=O)(=O)Nc2nncs2)cc1,0.6%,54%,-11%,-3%,10%,1,0,725,-5%,0%
CCSC(=Nc1ccccc1)Nc1ccccc1,-2.7%,-2%,-7.6%,4%,5%,1.1,9,675,8%,-1%
CCCCn1nnnc1NCc1cc(OC)c(OC)cc1OC,3.5%,1%,-3.4%,-5%,4%,1.2,/,/,-7%,-4%
CCn1ncc(/C=N/NS(=O)(=O)c2ccc(Cl)cc2)c1C,6.2%,12%,-5.4%,5%,-2%,1.1,0,757,9%,-4%
COc1cccc(OCc2nc3ccccc3c(=O)n2N)c1,-0.7%,-6%,2.5%,1%,4%,1.1,-3,702,4%,0%
Cc1cc(C(=O)N2CCCC(CNS(=O)(=O)c3cccs3)C2)nn1C (stereo not given),0.5%,6%,-6.0%,-10%,5%,1,2,698,-8%,-3%
Cc1ccc(NC(=O)COc2cccnc2[N+](=O)[O-])cc1S(=O)(=O)N1CCCCC1,1.1%,0%,-7.8%,20%,6%,1.1,8,579,18%,7%
Cc1nn(-c2ccc(F)cc2)c(Cl)c1/C=C/C(=O)OCC(=O)Nc1ccc(F)cc1F,3.9%,1%,-5.8%,4%,5%,1.1,-17,632,4%,-4%
CC(=O)Cc1nsc(NC(=O)c2c(-c3ccccc3Cl)noc2C)n1,7.6%,-6%,-10%,-8%,-5%,1,4,769,1%,2%
Cc1ccccc1C(=O)c1ccc2c(c1)n(C)c(=O)n2C,-3.6%,4%,-6.6%,-12%,-4%,1,/,/,-8%,9%

# 4 structures from above, arranged by length of the SMILES, lowest first:
SMILES,UTI89 phage lysis,P. falciparum M17LAP,XIAP displacement,human PMI inhibitors,SIAH1 antagonists,TNAP activators,Hep lipid drop,Hep lipid drop cells 6.5 µM,human PMI inhibition,P. falciparum M1AAP
CCCCn1nnnc1NCc1cc(OC)c(OC)cc1OC,3.5%,1%,-3.4%,-5%,4%,1.2,/,/,-7%,-4%
CCc1ccccc1NC(=S)N(CCc1ccncc1)C(C)C,0.2%,-4%,-2.9%,-6%,0%,1.1,4,684,-4%,7%
COC(=O)c1c(NC(=O)c2cccs2)sc2c1CCC(C)C2 (stereo not given),1.6%,-34%,-3.4%,6%,2%,1.2,/,/,8%,6%
Nc1nonc1-c1noc(CCCCCN2C(=O)c3ccccc3C2=O)n1,1.9%,-10%,0.1%,11%,-2%,1.1,-16,595,16%,-2%

# Continuation.
SMILES,UTI89 phage lysis,P. falciparum M17LAP,XIAP displacement,human PMI inhibitors,SIAH1 antagonists,TNAP activators,Hep lipid drop,Hep lipid drop cells 6.5 µM,human PMI inhibition,P. falciparum M1AAP
C/C(=N\NC(=O)CNc1cccc(Cl)c1C)c1cccs1,-0.4%,-1%,-7.9%,-6%,-3%,1,-7,682,-2%,1%
CC1CCCCN1C(=S)Nc1ccc2nc3n(c(=O)c2c1)CCCCC3 (stereo not given),0.9%[50 µM],-20%,-0.1%,15%,6%,1.1,18,656,15%,4%
COc1ccc(C(C)=O)c(OC(=O)c2ccco2)c1,11%,17%,-4.2%,15%,-1%,1,/,/,11%,19%
CN1C(CC(=O)c2ccccc2)CCCC1CC(O)c1ccccc1 (stereo not given),4.7%,2%,-2.0%,-5%,-1%,1,-4,770,-2%,4%
COc1ccc(/C=C/C(=O)NCCCc2ccccc2)cc1OC,4.9%,-6%,-0.9%,-15%,3%,1.1,0,645,-16%,8%
COc1ccc(NC(=O)C2C(c3ccccc3)C2(Cl)Cl)cc1 (stereo not given),-0.6%,7%,/,/,-4%,/,-4,712,/,-1%
Cc1nc(CCN2C(=O)c3ccccc3C2=O)n[nH]1,0.8%,17%,-6.4%,-6%,1%,1,12,764,-4%,3%
COc1cccc(C(c2nnnn2Cc2ccccc2)N2CCN(C(=O)c3ccco3)CC2)c1OC (stereo not given),0.1%,1%,-1.8%,-1%,0%,1.1,-5,712,8%,2%
COc1ccc([N+](=O)[O-])cc1NC(=S)NC(C)=O,-1.1%,2%,-2.0%,-3%,4%,1.1,2,687,1%,11%
Cc1ccc(/C=N/n2c(-c3cccnc3)n[nH]c2=S)o1,/,7%,/,/,5%,/,11,626,/,1%
Cc1cc(NC(=O)CSc2ncnc3sc(C)c(C)c23)no1,0.1%,13%,0.0%,-4%,15%,1.1,30,680,-1%,6%
O=C(NCCC(=O)N1CCNC1=O)OCc1ccccc1,0.2%,-3%,-9.4%,-7%,-5%,1.1,-9,715,3%,-1%
S=C1NC(c2ccccc2)=NCN1c1ccc(Br)cc1,0.2%,9%,-1.7%,-6%,0%,1.2,4,741,2%,4%
CC(=O)C1=C(C)Nc2ncnn2C1c1ccc(Cl)cc1Cl (stereo not given),-2.5%,-2%,-9.2%,-4%,-5%,1,/,/,-8%,8%
COC(=O)c1ccccc1NC(=O)CSc1nnc(-c2ccoc2C)n1C,-2.9%,10%,-4.2%,-1%,0%,1.1,/,/,1%,5%
Cn1cccc1C(=O)Nc1nc(-c2ccccn2)cs1,0.2%,-9%,-1.6%,29%,-1%,1,/,/,20%,-8%
CCN(CC)C(=O)c1cn(C)c(=O)c2cc(OC)c(OC)cc12,0.0%,12%,-11%,9%,0%,1.1,-9,728,13%,3%
O=c1[nH]nc(SCCS(=O)(=O)c2ccc(F)cc2)n1-c1ccccc1,/,-14%,/,/,5%,/,-2,752,/,-2%
CC(=O)N(c1ccccc1)c1nnc(-c2cnc(C)cn2)s1,1.1%,/,-5.6%,6%,6%,1.1,0,638,7%,/
O=Cc1c[nH]c2ncccc12,1.0%,-4%,/,/,0%,/,0,686,/,-2%
Cc1nnc(SC(C)C(=O)Nc2ccc(S(=O)(=O)N3CCCCC3)cc2)s1 (stereo not given),2.8%,9%,-3.2%,0%,0%,1.1,/,/,-2%,-1%

# Screening results (PubChem BioAssay)
